Compound activity from PubChem.
Hep lipid drop – hepatic lipid droplet formation modulation; AML12 mouse hepatocytes, oleate lipid droplets, BODIPY imaging; inhibition, % at 6.5 µM; actives 0.4% (n = 240,000); AID 1656;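 active = lipid droplet intensity inhibited by at least 50%, with more than 500 cells counted; inconclusive = wells with under 300 cells, treated as cytotoxic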
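Material: mouse AML12 hepatocyte cell line, fixed after treatment; Timing: compound with oleate, overnight; Technique: high-content imaging of BODIPY-stained droplets and DAPI nuclei; Probe or stimulus: oleate, 100 µM final; Dosing: compound at 6.5 µM only.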
T cell modulator – T cell immune modulation candidate; 2C CD8+ T cell-vesicle binding, flow cytometry; hits give low values; actives 0.068% (n = 330,000); AID 2052; calls only at 7 µM;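 active = response, share of CD8 T cells binding vesicles, and their 90th percentile fluorescence all below set limits, cut at about 80% in these data, passing the limit was not always enough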
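Incubation: binding step 1.5 h, 37 °C, antibody labelling 20 min, ice; system: murine 2C transgenic CD8+ T lymphocytes; technique: cytometric PE anti-B7-1 and Alexa647 anti-CD8 signals after 1% paraformaldehyde fixation; also added: QL9-charged Drosophila Ld/ICAM-1/B7-1 vesicles; control set: naked versus QL9-loaded vesicles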
b-catenin transl – modulators of beta-catenin nuclear translocation; HeLa beta-catenin nuclear translocation, immunofluorescence imaging; AID 1665; actives 0.3% (n = 190,000); nuclear translocation activity, % at 5 µM;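 active = nuclear translocation activity above 50% at 5 µM, with a well cell count of 50 or more; inconclusive = wells under 50 cells across six images, flagged as toxic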;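 also: per-cell ratio of nuclear to cytoplasmic median beta-catenin stain intensity; plate controls were DMSO negative control for no effect and GSK-3 inhibitor IX positive control for full effect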
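Test system: human HeLa cell line; Doses: 5 µM primary, 0.02–20 µM confirmation; Incubation: 24 h compound exposure, 37°C; Detection: beta-catenin immunofluorescence imaging with DAPI; Read-out: beta-catenin nuclear/cytoplasmic ratio, % activation.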
Dynein transport – blocks dynein driven cargo transport along microtubules. 3617.4 mouse cells, GR-EGFP nuclear translocation imaging; test concentration mostly 20 µM; stimulated with dexamethasone, 1 µM; hits give low values. z-score, hits read low. actives 0.47% (n = 220,000). AID 1381;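 active = plate z-score of nuclear minus cytoplasmic receptor signal below a set negative limit, without overly bright fluorescence or cell loss, cut at about -3.5 in these data, passing the limit was not always enough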;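 also: z-score of nuclear minus cytoplasmic ring GR-EGFP intensity difference per well; some compounds called inactive have numbers as strong as hits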
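Medium: Induction medium lacking tetracycline, stripped serum | Probe or stimulus: 1.0 µM final dexamethasone stimulus | Schedule: 48 h induction, then 1 h compound, then 30 min agonist, 37 °C | Signal: Automated 10x imaging of fixed Hoechst-stained cells | Evaluation: Per-cell GR-EGFP intensity, nucleus versus surrounding cytoplasmic ring, well-averaged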
PhoP inhibition – inhibitors of PhoP regulon expression, primary screen, Salmonella Typhimurium, GFP reporter (AID 1863); S. Typhimurium PhoP-regulated promoter GFP reporter, 4 h; higher % means a stronger effect; inhibition, % at 50 µM; hits with a dose series show IC50 in µM; actives 0.16% (n = 300,000);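 active = inhibition over 29.93%, a cutoff 3 SD above the screen mean, later confirmed by dose response; inconclusive = inhibition over 29.93% but no dose response follow-up; inactive = inhibition at most 29.93% or unconfirmed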;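 also: 0% = low Mg2+ inducing control and 100% = high Mg2+ repressing control; strong numbers were not always called active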
Insulin prom up – MIN6 insulin promoter up-regulation | MIN6 insulin promoter-GFP reporter, high-content imaging; hits give high values | z-score at 5 µM | actives 0.3% (n = 190,000);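 active = z-score above 3 at 5 µM with at least 500 cells counted in the well; inconclusive = wells under 500 cells, flagged as cytotoxic or low count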
Autophagy HCS – modulators of autophagy; actives 0.98% (n = 190,000); AID 463193; MEF GFP-LC3 puncta imaging; test concentration mostly 10 µM; calls only at 10 µM (by protocol);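 active = percentage of spot-positive cells more than 3 SD above its plate mean, without a fluorescence outlier flag or 80% toxicity; inconclusive = no clear call, values can overlap the other calls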;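 also: spot-positive cell cutoff set from DMSO-treated cells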
MT stabilize HCS – microtubule stabilizers in HeLa cells; HeLa tubulin immunostaining HCS, 24 h; share of cells brighter than vehicle mean+2SD; % tubulin-high responders, % at 10 µM; actives 0.83% (n = 200,000); AID 2205;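 active = plate Z-score above 3 for both tubulin-high and condensed-nucleus cell shares, with cell loss under 80%, at 10 µM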;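 also: anti alpha tubulin signal scored within the nucleus-defined area of each cell; some results filed as inactive read as strong as hits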
CSM14.1 death rescue – rescue of cells from ER stress-induced death, primary screen, 384-well, CSM14.1, thapsigargin, ATP luminescence (AID 1222); CSM14.1 thapsigargin-induced death rescue, ATP luminescence; higher % means a stronger effect; cellular ATP content (survival), % at 20 µM, or EC50 in µM where a hit was titrated; 190,000 tested, under 10 active;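 active = EC50 below 50 µM in the dose-response confirmation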;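 also: death triggered by thapsigargin at about 15 µM added after 2 h compound pretreatment; cell ATP read after overnight thapsigargin exposure of roughly 18 to 22 hours; normalized against plate controls of thapsigargin alone and 5% DMSO vehicle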
Dynein transport cytoplasmic EGFP – recorded beside Dynein transport, whose call it bears; z-score; measured here: cytoplasmic GR-EGFP intensity; hits give high values
Dynein transport nuclear GR-EGFP – further read-out of Dynein transport, marked with its call; z-score; measured here: nuclear GR-EGFP intensity;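 lower value marks the stronger effect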
Dynein transport cell count – second read-out of Dynein transport, no call of its own (marks repeat the call); z-score; measured here: cell count per field
Insulin prom up cell count – second read-out of Insulin prom up, no call of its own (marks repeat the call); cell count; measured here: cytotoxicity, nuclei count;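 total cells summed across four imaged fields per well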
Hep lipid drop cells 6.5 µM – recorded beside Hep lipid drop, whose call it bears; cell count; measured here: cell count, cytotoxicity flag;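 cells counted across two imaged fields per well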
b-catenin transl cell count 5 µM – second read-out of b-catenin transl, no call of its own (marks repeat the call); cell count; measured here: cell count, cytotoxicity flag
T cell modulator vesicle-bound % – second read-out of T cell modulator, no call of its own (marks repeat the call); double positive events, %; measured here: CD8+ vesicle-bound cell fraction;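 binding gate set so that unloaded-vesicle control wells show 10% double positive cells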
MT stabilize HCS Hoechst-high % – recorded beside MT stabilize HCS, whose call it bears; % Hoechst-high responders; measured here: nuclear condensation Hoechst responders;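 share of cells brighter than vehicle mean plus two SD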
MT stabilize HCS cytotoxicity % – also measured in MT stabilize HCS; calls as there; toxicity, %; measured here: cytotoxicity by cell density;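 0% = mean cell density of plate MIN control wells and 100% = no cells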
Autophagy HCS cell loss 18 h – second read-out of Autophagy HCS, no call of its own (marks repeat the call); toxicity, %; measured here: cell loss, nuclei count;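 cell loss after 18 h compound exposure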
* hit, by the source's call; i = inactive; ? = inconclusive; nt = no result given; + = active, no number.

SMILES	Hep lipid drop	Hep lipid drop cells 6.5 µM	T cell modulator	T cell modulator vesicle-bound %	b-catenin transl	b-catenin transl cell count 5 µM	Dynein transport	Dynein transport cytoplasmic EGFP	Dynein transport nuclear GR-EGFP	Dynein transport cell count	PhoP inhibition	Insulin prom up	Insulin prom up cell count	Autophagy HCS	Autophagy HCS cell loss 18 h	MT stabilize HCS	MT stabilize HCS Hoechst-high %	MT stabilize HCS cytotoxicity %	CSM14.1 death rescue
C=CCn1c(SCC(=O)NC(N)=O)nnc1-c1cc2c(s1)CCC(CC)C2 (stereo unspecified)	-1	626	i	6	-1.1	1112	-0.62	-0.19	-0.28	0.69	-6%	1.1	1413	i	1	1.8	2.0	3.1	0.1%
COC(=O)Cc1ccc(OCC(=O)Nc2ccc(OC(F)(F)F)cc2)cc1	0	673	i	62	0.0	914	0.085	-0.17	0.76	-1.7	-7%	0.06	1279	i	8	1.8	2.1	8.5	1.6%
CCNC(=S)N1CCCC(C(N)=O)C1 (stereo unspecified)	29	693	i	55	2.5	977	-0.35	-0.19	-0.25	0.12	-9%	-0.13	1580	i	0	2.3	2.9	7.4	0.6%
COc1ccc(NC(=O)C(c2ccc(C)cc2)N(C)C(=O)Cc2cccs2)cc1 (stereo unspecified)	-31	665	i	53	-4.1	1088	1.5	-0.15	1.8	-1.5	6%	-0.01	1571	i	10	3.3	2.1	2.2	-2.2%
O=C(NCc1cccnc1)c1cccs1	4	694	i	19	-0.2	1483	0.39	-0.36	0.067	0.03	5%	-0.02	1434	i	-2	4.5	2.8	7.8	0.1%
COc1cccc(/C=N/n2c(-c3cccs3)n[nH]c2=S)c1	nt	nt	i	30	nt	nt	0.23	-0.25	0.28	-0.55	2%	nt	nt	i	8	1.5	1.1	4.0	-1.9%
O=C(CN1CCOCC1)Nc1ncc(Cc2ccccc2Cl)s1	-34	658	i	18	2.2	883	-0.1	-0.21	0.16	0.38	-2%	0.3	1894	i	2	1.3	2.2	5.9	0.1%
Cc1[nH]nc2c1-c1nc3ccccc3nc1C(C)(C)C2	nt	nt	i	27	1.3	1121	-0.26	0.093	0.13	0.19	-27%	2.6	927	i	-10	2.2	2.2	8.9	2.6%
CN1C=CC2=C(C#N)C(N)C(C#N)(C#N)C(c3ccccc3)C2C1 (stereo unspecified)	-21	658	i	25	-0.8	1070	1	17	4.2	0.48	-5%	nt	nt	?	nt	1.8	1.5	7.3	1.4%
COc1ccc(-n2nnnc2SCC(=O)N2CCN(C(=O)c3ccco3)CC2)cc1OC	1	755	i	55	0.3	1068	2.4	-0.2	1.4	-1.1	-14%	-0.63	1239	i	17	4.6	1.8	7.2	2.1%
CC(C)NC(=O)c1cnc(Sc2ncc(C(F)(F)F)cc2Cl)n1C	1	713	i	57	nt	nt	-1.4	-0.017	-0.69	1.3	-1%	nt	nt	i	-8	1.6	1.6	6.0	0.1%
C=CCNC(=O)/C(=C/c1cn(-c2ccccc2)nc1-c1cccc([N+](=O)[O-])c1)NC(=O)c1ccccc1	4	523	i	6	1.2	1139	-0.37	-0.28	-0.45	0.69	18%	-0.14	1461	i	3	8.9	2.1	6.0	1.6%
Cc1ccccc1OCC(=O)N/N=C/c1cn(Cc2ccccc2)c2ccccc12	9	728	i	49	-0.4	1076	0.041	-0.31	-0.28	0.83	-1%	0.44	1438	i	4	5.4	4.4	7.0	-1.0%
CCOC(=O)N1CCN(c2c(NCc3ccc(F)cc3)c(=O)c2=O)CC1	8	645	i	23	46	576	1.8	0.18	1.4	-2.8	-5%	-0.62	900	nt	nt	nt	nt	nt	nt
CCn1c(SCC(=O)Nc2ccc(OC)cc2)nc2nc3c(cc2c1=O)COC(C)(C)C3	-1	722	i	31	-0.2	1207	0.22	-0.13	-0.074	-0.89	-8%	nt	nt	nt	nt	nt	nt	nt	nt
CC1=[N+]([O-])C(C)(C)CC(C)(C)c2ccccc21	-12	714	i	40	-6.3	1241	-0.53	-0.17	0.041	0.16	-6%	-0.57	974	nt	nt	1.6	1.6	11	-2.4%
CCCn1c(NC(=O)c2cccc(S(=O)(=O)N3CCCC3)c2)nc2ccccc21	nt	nt	i	59	-6.5	1005	-1.1	-0.19	-0.4	0.29	15%	-4.8	888	i	4	23	7.0	31	1.2%
COCc1cc(=O)[nH]c(Nc2nc3ccc(C)cc3o2)n1	-44	674	i	9	0.9	963	0.92	-0.25	0.32	-0.051	-3%	-0.34	1098	+	44*	3.8	1.7	11	nt
Cc1ccc(SCc2c(C(=O)N/N=C/C3CC=CCC3)nnn2-c2nonc2N)cc1 (stereo unspecified)	9	783	i	27	-0.9	1253	1.2	-0.28	1.2	-0.5	1%	-0.2	1013	nt	nt	nt	nt	nt	nt
S=c1[nH]nc(-c2ccncc2)n1/N=C/c1ccccc1	-2	592	i	32	1.4	1082	-1.3	-0.24	-0.95	0.59	-10%	-0.04	1392	i	8	1.7	2.5	12	0.3%
Cc1cc(C)c[n+](C2=C([O-])c3ccccc3C(=O)/C2=N\S(=O)(=O)c2cccs2)c1	-10	684	i	61	-1.9	1098	-4.6	25	0.38	-4	-52%	1.2	1379	i	12	1.1	1.7	3.4	-2.9%
CCCc1cc(=O)oc2cc(C)cc(O)c12	7	753	i	40	3.9	1127	0.58	-0.0073	0.92	-1.6	-7%	0.76	892	i	5	1.2	1.5	3.5	-0.3%
CCn1c(SCC(=O)Nc2ccc(C(=O)OC)cc2)nnc1-c1cccs1	5	671	i	35	nt	nt	-0.19	3.1	0.55	1.1	7%	0.34	1273	i	-1	2.6	0.3	28	nt
COC(=O)c1c(-c2ccccc2)csc1NC(=O)CSc1ncnc2sc(C)c(C)c12	nt	nt	i	16	5.7	1505	-0.32	-0.053	-0.33	0.038	-6%	-0.1	1355	i	16	2.4	1.5	8.3	0.6%
Fc1ccc(-n2c(-c3ccco3)nc3nc4ccccc4nc32)cc1	nt	nt	i	54	-7.5	958	-0.0083	-0.22	0.16	0.28	-2%	-0.44	1227	i	-7	2.1	1.8	6.9	3.1%
COC(=O)CNC(=O)COC(=O)/C=C/c1ccc2ccccc2n1	-18	645	i	58	-0.7	1032	-1.1	-0.042	-0.28	-0.45	4%	0.72	1602	i	1	3.3	2.6	2.9	0.7%
O=C(CNS(=O)(=O)c1ccc(Br)cc1)OCc1cc(=O)n2cc(Br)ccc2n1	8	690	i	50	-1.5	557	-0.13	-0.25	-0.21	-0.62	-19%	0.34	1478	i	-4	2.5	2.4	6.6	2.4%
COc1ccc(Br)cc1/C=N/NC(=O)c1ccc(COc2ccc3c(c2)CCC3)o1	nt	nt	i	49	nt	nt	-1.2	-0.29	-0.31	0.47	8%	nt	nt	i	-21	4.2	1.5	6.8	-2.1%
COc1cccc2cc(C(=O)N3CCN(C(=O)c4ccccc4)CC3)c(=O)oc12	14	794	i	13	6.9	403	1.8	0.11	1.8	-1	-5%	nt	nt	i	-3	3.4	1.6	7.3	-1.8%
O=C(O)c1ccc(Nc2nc(-c3cc4ccccc4oc3=O)cs2)cc1O	3	631	nt	nt	-3.3	1074	0.39	-0.31	0.7	-0.13	-9%	0.01	1160	i	-4	2.2	4.0	10	-0.2%
Cc1ccc(C2=NN(C(=O)c3ccco3)C(O)(C(F)(F)F)C2)cc1 (stereo unspecified)	5	717	i	23	-1.5	1017	1.7	-0.11	0.79	-1.1	5%	-1.4	1389	i	1	0.6	0.7	7.0	-0.4%
COc1cc(-c2nnc(-c3ccco3)o2)ccc1OCc1ccccc1	1	728	i	21	-2.2	1271	-0.66	-0.21	0.21	0.67	-7%	-1.2	881	i	26	3.9	2.5	13	-0.2%
CC1(C)N=C(c2ccccc2)C(=O)N1	3	775	i	32	nt	nt	-0.56	-0.22	-0.45	1	10%	-0.23	776	i	-7	2.6	1.6	3.4	-0.6%
Brc1cccc(-c2nnc(SCc3nc4ccccc4[nH]3)o2)c1	nt	nt	i	12	0.8	1420	0.37	-0.21	0.35	-0.55	11%	-0.16	1541	i	15	2.8	2.8	11	-1.4%
Cc1cc(=O)[nH]c(SCC(=O)Nc2nnc(SCc3ccccc3)s2)n1	-4	739	i	25	-0.6	1077	-2	-0.27	-1.1	2.7	-4%	1.9	1197	i	0	1.7	1.7	9.1	-0.8%
